High-throughput results as filed in PubChem.
rTrxR1 inhibitor: rat TrxR1 inhibition. O89049. recombinant rTrxR1, NADPH fluorescence consumption, selenite substrate. Potency, µM (titrated, usually from 114 µM), for inactives: top-dose activity change, negative = inhibition, hits mostly inhibitors. 390,000 tested, 1% active; also: potency is read from the fitted curve at half-maximal effect; % is scaled to controls: 0 for no effect and ±100 for the full control effect; nearly all actives have a fitted effect of over 65% in size
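Rat TrxR1 (90 nM in the dispensed reagent) was pre-reduced with 400 uM NADPH for 5 min at room temperature, then incubated with compound for 15 min. After 400 uM selenite was added, NADPH fluorescence (Ex 340/Em 450 nm) was followed for 8 min.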
USP1-UAF1 inh: inhibitors of human USP1/UAF1 deubiquitinase. recombinant USP1/UAF1, Ub-Rhodamine cleavage fluorescence. AID 743255. 390,000 tested, 0.23% active. O94782. Potency, µM (doses to about 57.1 µM), without a hit: at the highest dose activity change, negative = inhibition, actives largely listed as inhibitors; also: potency is read from the fitted curve at half-maximal effect; % is scaled to controls: 0 for no effect and ±100 for the full control effect; nearly all actives have a fitted effect of over 60% in size; inactives centre near -12
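Step one: compound is pinned into 1nM USP1/UAF1 in HEPES pH 7.8 buffer with TCEP. Step two: 15 min room-temperature incubation. Step three: Ub-Rho (150nM final) starts cleavage, tracked by fluorescence over six one-minute reads.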
PI4K2A inh: inhibitors of human PI4K2A; Q9BTU6; purified PI4K2A, ADP-Glo luminescence, 1 h; active compounds read low; activity change, negative = inhibition, % at 76.9 µM; 420,000 tested, 0.13% active; in the data active = activity change below about -50%; inconclusive = mostly about -30% to -49%;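 also: -100% = wells without enzyme as full effect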
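Compounds are screened against recombinant PI4K2A using PI as substrate and ATP, the latter dispensed at 300 microM. Reactions run one hour at ambient temperature before ADP-Glo detection; full inhibition defined by wells lacking enzyme.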
IDH1 R132H inh: inhibitors of human mutant IDH1 R132H; O75874; 390,000 tested, 0.093% active; AID 602179; Potency, µM (series often up to 76.6 µM), without a hit: top-dose activity change, negative = inhibition, usual class: inhibitors; IDH1-R132H enzyme, NADPH consumption, diaphorase/resazurin fluorescence; also: potency is read from the fitted curve at half-maximal effect; % is scaled to controls: 0 for no effect and ±100 for the full control effect; nearly all actives have a fitted effect of over 65% in size
Target sequence (O75874 whole entry R132H, stated change not applied): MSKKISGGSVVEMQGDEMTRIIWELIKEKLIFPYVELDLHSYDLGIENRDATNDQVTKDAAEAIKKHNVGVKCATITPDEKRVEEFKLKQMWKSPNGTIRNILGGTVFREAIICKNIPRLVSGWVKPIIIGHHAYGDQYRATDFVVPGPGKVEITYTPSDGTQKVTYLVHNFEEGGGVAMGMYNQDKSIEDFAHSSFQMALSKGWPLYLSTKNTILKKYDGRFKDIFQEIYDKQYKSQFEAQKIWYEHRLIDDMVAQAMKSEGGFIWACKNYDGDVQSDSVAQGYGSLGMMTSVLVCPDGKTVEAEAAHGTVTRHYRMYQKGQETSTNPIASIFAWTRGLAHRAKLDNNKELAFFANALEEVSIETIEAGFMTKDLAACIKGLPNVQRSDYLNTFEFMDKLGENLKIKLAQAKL
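IDH1-R132H (0.5 ug/mL dispensed) in pH 7.5 Tris buffer was preincubated 30 min with compound, then given a substrate mix of 0.016 mM NADPH and 2 mM alpha-KG for 80 min at room temperature; remaining NADPH was read by diaphorase/resazurin fluorescence.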
TrxR1 substrate: substrates of rat thioredoxin reductase 1. O89049. purified TrxR1 substrate turnover, NADPH consumption readout. AID 588456. 390,000 tested, 0.01% active. Potency, µM (highest dose often 114 µM), for inactives: at the highest dose activity change, negative = substrate turnover; also: potency is read from the fitted curve at half-maximal effect; % is scaled to controls: 0 for no effect and ±100 for the full control effect; nearly all actives have a fitted effect of over 50% in size
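Rat TrxR1, dispensed at 90 nM, was prereduced with 400 uM NADPH (final) for 5 min at ~22 deg C, then incubated with compound 15 min before 400 uM selenite. A first-read NADPH fluorescence drop versus no-compound background flagged substrates.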
HP1b binding inh: inhibitors of HP1-beta chromodomain binding to methylated histone tails; P83916; AlphaScreen HP1-beta / biotin-H3K9me3 peptide binding; Potency, µM (titrated, usually from 114 µM), for the others: at the top dose activity change, negative = inhibition, actives largely listed as inhibitors; 390,000 tested, 0.56% active; also: potency is read from the fitted curve at half-maximal effect; nearly all actives have a fitted effect of over 70% in size; inactives centre near 23
Target sequence (P83916 whole entry, looked up): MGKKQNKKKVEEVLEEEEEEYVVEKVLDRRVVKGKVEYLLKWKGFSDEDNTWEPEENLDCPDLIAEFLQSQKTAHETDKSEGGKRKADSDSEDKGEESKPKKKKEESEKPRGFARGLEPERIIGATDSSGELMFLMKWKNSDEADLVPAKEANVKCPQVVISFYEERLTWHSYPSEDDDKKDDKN
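AlphaScreen: HP1-beta (50 nM) preformed 30 min with biotin-H3(1-18)K9me3 peptide (50 nM) in PBS pH 7.4, 0.01% Tween-20. Compound added for 30 min at RT, then streptavidin donor/nickel chelate acceptor beads (10 ug/mL) for 30 min.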
GLS inhibitor: blocks human kidney-isoform glutaminase activity. Potency, µM (series often up to 45.5 µM), inactives show at the highest dose activity change, negative = inhibition, actives largely listed as inhibitors. 410,000 tested, 0.21% active. GLS enzymatic activity, qHTS titration. O94925; also: potency is read from the fitted curve at half-maximal effect; % is scaled to controls: 0 for no effect and ±100 for the full control effect
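Compounds were pin-transferred onto hKGA, after which L-glutamine (1 mM solution) and a detection mix of glutamate oxidase, HRP and Amplex Red were added. Initial and 30 min RT fluorescence reads were collected.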
Tb PGK inh: blocks T. brucei phosphoglycerate kinase | PGK/GAPDH coupled, Kinase-Glo luminescence, 60 min | P07378 | Potency, µM (top dose mostly 57.5 µM), inactives show top-dose activity change, negative = inhibition, actives largely listed as inhibitors | 380,000 tested, 0.043% active | AID 602233; also: potency is read from the fitted curve at half-maximal effect; % is scaled to controls: 0 for no effect and ±100 for the full control effect; nearly all actives have a fitted effect of over 60% in size
Target sequence (P07378 whole entry, looked up): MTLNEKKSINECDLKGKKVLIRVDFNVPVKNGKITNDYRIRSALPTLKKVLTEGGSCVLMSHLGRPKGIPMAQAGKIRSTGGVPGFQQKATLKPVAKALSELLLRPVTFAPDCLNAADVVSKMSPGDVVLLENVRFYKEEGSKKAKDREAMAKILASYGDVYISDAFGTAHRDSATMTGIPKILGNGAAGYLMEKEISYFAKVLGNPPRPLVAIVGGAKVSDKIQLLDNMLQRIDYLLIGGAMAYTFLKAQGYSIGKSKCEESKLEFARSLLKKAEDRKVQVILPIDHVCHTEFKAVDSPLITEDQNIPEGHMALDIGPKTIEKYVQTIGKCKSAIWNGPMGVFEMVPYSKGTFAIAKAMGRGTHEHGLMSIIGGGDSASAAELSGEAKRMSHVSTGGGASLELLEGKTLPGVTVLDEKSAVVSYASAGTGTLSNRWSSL
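Recombinant glycosomal PGK reaction used 1,3-bisphosphoglycerate generated in-well by GAPDH (100nM final) in 100mM TEA pH 7.6, 5mM MgCl2, 0.01% Tween-20. After 60 minutes at room temperature, ATP was read by Kinase-Glo Plus luminescence end-point.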
Pin1 inhibitor: inhibitors of human Pin1 | Pin1 FP peptide displacement, HiFluor488, 10 min | Potency, µM (doses to about 115 µM), for inactives: at the top dose activity, negative = inhibition, most hits filed as inhibitors | 390,000 tested, 0.009% active; active = well fitted inhibition curve with a large enough effect in the polarisation, with a control signal flat, not every such curve was filed as active; inconclusive = small, poorly fitted or top-dose-only effect, or effect the other way, or a change in a side signal; inactive = no such curve, though single readings can be large or run the other way; the % refers to the polarisation; also: potency is read from the fitted curve at half-maximal effect; % is scaled to controls: 0 for no effect and ±100 for the full control effect
The depositor's hits bear a star; i = inactive; ? = inconclusive; . = not tested or not shown; & = joins results of further samples; [ ] = remark or other dose. Unless noted, calls follow the shape of the dose curve; as a rule, active = well fitted curve in the direction sought with a large enough effect; inconclusive = small, poorly fitted or top-dose-only effect, or another doubt; inactive = no such curve, though single readings can be large; an effect the other way counts as inactive or inconclusive. This is a subset. The share of hits here may be higher or lower than overall.

SMILES	rTrxR1 inhibitor	USP1-UAF1 inh	PI4K2A inh	IDH1 R132H inh	TrxR1 substrate	HP1b binding inh	GLS inhibitor	Tb PGK inh	Pin1 inhibitor
COc1ccc(Nc2nc(Cl)nc(NCCO)n2)cc1	-2%	1%	4	5%	-7%	11%	2%	-2%	-1%
Cc1ccc2nc(SCC(=O)NC3CC3)[nH]c2c1	26%	-6%	-6	-1%	5%	16%	-4%	-6%	1%
COc1cccc(CNS(=O)(=O)c2ccc3c(c2)N(C)CCO3)c1	12%	-12%	3	-4%	1%	25%	30%	8%	0%
COc1cccc(CN2CCN(c3ccc(F)cc3)C2=O)c1	7%	-17%	1	13%	4%	74%[activator]	-10%	i	-1%
CCC(c1nnc(SCC(=O)N2CCOCC2)n1C1CCCCC1)N(C)C (centres undefined)	-3%	-11%	4	-3%	-1%	28%	1%	-4%	2%
Cn1c(=O)c2c(ncn2CC(=O)Nc2nc3ccc(F)cc3s2)n(C)c1=O	6%[57.1 µM]	-18%	0	2%	-3%	20%	-3%	-1%	15%
C#Cc1cc(N2CCN(C(=O)c3ccoc3)CC2)n2nc(-c3cccc(Cl)c3)cc2n1	.	-7%	3	-23%	.	.	17%	3%	.
CCC(=O)Nc1ccc(N2CCOCC2)c(S(=O)(=O)Nc2ccc(OC)cc2)c1	33%[57.1 µM]	-7%	1	2%	3%[57.1 µM]	13%	-32%	-5%	4%
COc1ccc(-n2c(COc3ccc4ccccc4c3)nnc2SCC(=O)NCc2ccco2)cc1	26%	-21%	3	4%	7%[57.1 µM]	-3%	-3%	10%	4%
COc1ccc(N2CCN(C(=S)Nc3cc(C)ccc3C)CC2)cc1	11%	-2%	-2	-1%	1%	7%	4%	-7%	2%
COc1ccccc1-n1nc(-c2ccccc2)c2cnc3c(F)cc(F)cc3c21	0%	-5%	3	23%	-4%	27%	6%	8%	7%
Cn1c(=O)n(Cc2ccc(F)cc2)c(=O)c2c1nc1n2CCN1Cc1ccco1	22%[57.1 µM]	-13%	4	1%	-5%[57.1 µM]	-1%	48%[activator]	-3%	4%
N#Cc1ccc(Cn2c(=O)oc3ccccc32)cc1	4%[57.1 µM]	-13%	6	4%	9%[57.1 µM]	21%	-6%	2%	5%
CN1CCN(c2ccccc2/C=N/NC(=O)c2cccnc2)CC1	1%	-22%	3	4%	-6%	31%	8%	-9%	-8%
CCCCn1c(=O)n(CC(=O)NCc2ccc(C)cc2)c(=O)c2c1nc(CO)n2CCC	5%	-5%	-9	-7%	2%	8%	-12%	2%	0%
Cc1cc(NC(=O)CSc2nnc3ccc(-c4ccc(F)cc4)nn23)no1	3%[57.1 µM]	-11%	0	6%	3%[57.1 µM]	-1%	0%	-2%	-2%
CCOc1ccc(NC(=O)CCn2ccnc2)cc1	27%	-27%	-1	-2%	7%	20%	-4%	2%	-2%
COc1c(F)c(F)c(C(=O)O)c(Nc2ccc(C)cc2C)c1F	-3%[57.1 µM]	-18%	1	-2%	-3%[57.1 µM]	19%	-3%	2%	-7%
CSCc1ccc(C(=O)NC(C)c2cnn(-c3ccccn3)c2C)o1 (centres undefined)	-28%	-6%	2	7%	-10%	43%[activator]	-4%	-6%	3%
O=C(O)c1ccc(N2C(=O)c3[nH]nc(-c4ccccc4)c3C2c2cccc(F)c2)cc1 (centres undefined)	0%	?	0	?	-3%	35%	?	7%	-10%
COc1ccc(NC(=S)NCCc2ccc(F)cc2)c(OC)c1	13%[57.1 µM]	-2%	1	10%	12%	15%	-8%	-1%	-2%
CN(C(=O)COC(=O)c1cccc(Cl)c1)C1CCS(=O)(=O)C1 (centres undefined)	31%	-10%	5	-7%	2%	39%[activator]	-9%	i	0%
CCN1CCN(S(=O)(=O)c2ccc(Cl)c(C(=O)N(C)Cc3ccc(F)cc3)c2)CC1	-10%	-11%	2	5%	-12%	20%	3%	-4%	8%
Cc1ccc(C(=O)C(C)Oc2cccc(NC(=O)c3ccco3)c2)cc1 (centres undefined)	8%[57.1 µM]	-21%	0	-1%	-2%	18%	-12%	-5%	-2%
COc1cccc(C2=CC(=O)C[C@H](c3ccc4c(c3)OCO4)C2)c1	23%[57.1 µM]	-16%	-1	1%	-7%	21%	9%	i	-1%
Cc1ccc(NC(=O)c2cnn(-c3ccccc3)c2C)c(C)c1	14%[57.1 µM]	-4%	2	12%	7%[57.1 µM]	45%[activator]	-10%	-6%	-7%
COc1ccc(S(=O)(=O)N2CCN(Cc3cccc(OC)c3)CC2)cc1	6%	7%	-2	4%	-6%	45%[activator]	1%	4%	-3%
Cc1ccc2cccc(OCC(=O)N3CCc4ccccc43)c2n1	20%[57.1 µM]	-7%	3	3%	7%[57.1 µM]	23%	-6%	8%	15%
CCOC(=O)c1ccc(NC(=O)C2(c3ccccc3)CCOCC2)cc1	-9%	-4%	-17	3%	-11%	20%	1%	3%	?
COc1ccc(Cl)cc1NC(=O)NCc1ccco1	25%	-16%	3	-1%	0%	22%	-3%	-1%	?

4 of these compounds, set out differently.
> Cc1ccc(NC(=O)c2cnn(-c3ccccc3)c2C)c(C)c1
  rTrxR1 inhibitor = 14%[57.1 µM]
  USP1-UAF1 inh = -4%
  PI4K2A inh = 2
  IDH1 R132H inh = 12%
  TrxR1 substrate = 7%[57.1 µM]
  HP1b binding inh = 45%[activator]
  GLS inhibitor = -10%
  Tb PGK inh = -6%
  Pin1 inhibitor = -7%

> COc1ccc(S(=O)(=O)N2CCN(Cc3cccc(OC)c3)CC2)cc1
  rTrxR1 inhibitor = 6%
  USP1-UAF1 inh = 7%
  PI4K2A inh = -2
  IDH1 R132H inh = 4%
  TrxR1 substrate = -6%
  HP1b binding inh = 45%[activator]
  GLS inhibitor = 1%
  Tb PGK inh = 4%
  Pin1 inhibitor = -3%

> Cc1ccc2cccc(OCC(=O)N3CCc4ccccc43)c2n1
  rTrxR1 inhibitor = 20%[57.1 µM]
  USP1-UAF1 inh = -7%
  PI4K2A inh = 3
  IDH1 R132H inh = 3%
  TrxR1 substrate = 7%[57.1 µM]
  HP1b binding inh = 23%
  GLS inhibitor = -6%
  Tb PGK inh = 8%
  Pin1 inhibitor = 15%

> CCOC(=O)c1ccc(NC(=O)C2(c3ccccc3)CCOCC2)cc1
  rTrxR1 inhibitor = -9%
  USP1-UAF1 inh = -4%
  PI4K2A inh = -17
  IDH1 R132H inh = 3%
  TrxR1 substrate = -11%
  HP1b binding inh = 20%
  GLS inhibitor = 1%
  Tb PGK inh = 3%
  Pin1 inhibitor = ?

(listing goes on)
SMILES	rTrxR1 inhibitor	USP1-UAF1 inh	PI4K2A inh	IDH1 R132H inh	TrxR1 substrate	HP1b binding inh	GLS inhibitor	Tb PGK inh	Pin1 inhibitor
Cc1ccc(NC(=O)Cn2cc3c(n2)CCCC3)c(Cl)c1	12%	-15%	-1	-10%	-2%	35%	-5%	-5%	-6%
CCCCNC(=O)CS(=O)Cc1nc(-c2ccc(C)cc2)oc1C (centres undefined)	-5%[57.1 µM]	-23%	-1	7%	10%[57.1 µM]	30%	1%	-10%	-3%
O=C(CN1CCc2ccccc21)NC(=O)NCc1ccccc1	13%[57.1 µM]	-7%	0	4%	-1%[57.1 µM]	-11%	0%	-4%	-5%
Cc1ccc(N(CC(=O)NCC(C)c2ccccc2)S(=O)(=O)N(C)C)cc1 (centres undefined)	9%[57.1 µM]	-18%	-3	16%	2%[57.1 µM]	14%	2%	-5%	-2%
COc1ccc(S(=O)(=O)Nc2cccc3c2O[C@H](CN(C)Cc2ccc(-c4ccccc4)cc2)[C@@H](C)CN([C@H](C)CO)C3=O)cc1	-4%[57.1 µM]	-24%	-2	-1%	-1%[57.1 µM]	15%	4%	-9%	-5%
COc1ccc(Cl)cc1N/C(N)=N/c1nc(C)cc(=O)[nH]1	4%[57.1 µM]	-17%	-16	-1%	4%[57.1 µM]	24%	?	8%	2%
COc1ccc(SCCN2CCN(C)CCC2=O)cc1	-3%&-2%	-12%	0	-8%	-11%&4%	13%&21%	-4%	i	4%&-5%
CCNc1nc(NC(C)(C)C)nc(Oc2ccc(=O)n(C)n2)n1	18%	-7%	6	0%	0%	9%	0%	i	-8%
CCC(=O)NC(c1ccc(OC)c(OC)c1)c1cc(Cl)c2cccnc2c1O (centres undefined)	23%[57.1 µM]	-4%	-21	8%	-5%&-4%	41%[activator]	-7%	17%	0%
Cn1cc(C=O)c2cc(F)ccc21	12%	-24%	1	-1%	1%	43%[activator]	-9%	4%	-2%
C[n+]1cn(/N=C/c2ccccc2)c2ccccc21	8%	5%	-3	4%	8%[0.457 µM]	17%	1%	i	2%
CCC(C)N(C(=O)CSc1nc2ccc(OC)cc2[nH]1)C1CCS(=O)(=O)C1 (centres undefined)	6%	-14%	-8	10%	1%	19%	5%	-8%	-4%
O=C(c1ccc2c(c1)N(Cc1ccccc1F)C(=O)c1ccccc1S2(=O)=O)N1CCN(c2ccccc2F)CC1	31%	-26%	1	-5%	-1%	19%	-4%	4%	9%
COc1ccc(C(CC(=O)Nc2ccc(C)cn2)N2Cc3ccccc3C2=O)cc1OC (centres undefined)	3%	-8%	-1	-5%	1%	24%	7%	i	-2%
